Tau fil binding – qHTS Assay for Tau Filament Binding; Microtubule-associated protein tau (Homo sapiens), P10636; recombinant tau filaments, thioflavin S fluorescence, 15 h; filaments grown with octadecylsulfate alongside compound; Potency, µM (highest dose often 57.1 µM), for the others: at the top dose activity change, negative = inhibition; hit rate 2% among 71,000;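 further: potency means the concentration at half of the fitted maximal effect; on the % scale 0 is the no-effect control and ±100 the full control effect; actives lower thioflavin S fluorescence by blocking filaments or displacing dye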
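ThS-based fibril read: tau 1 uM final, inducer ODS 30 uM final, 37 C for 15 h, ex 450/em 510 nm.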
Epigenetic mod – qHTS Assay for Epigenetic Modulators | Potency, µM (doses to about 46.1 µM), without a hit: at the top dose GFP derepression (activation) | hit rate 0.09% among 68,000 | AID 597, 2007 | mouse C127i GFP locus derepression, cytometry, 30 h; further: % of control where 0% means no effect
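Read-out is the number of GFP-positive cells, scored as fluorescent objects 20 to 120 um wide, reflecting derepression of a silenced CMV-GFP reporter in murine C127i cells after 30 h compound exposure at 37 C.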
UbGFP stabilizer – Ubiquitin-GFP Assay; Potency, µM (series often up to 45.9 µM), for inactives: at the highest dose activation (GFP accumulation), actives largely listed as activators; Ubiquitin-GFP reporter cells, proteasome inhibition, GFP fluorescence; response scale: untreated = 0%, 10 µM MG-132 = 100%; 67,000 tested, under 10 active; active means well fitted activation curve with a large enough effect, not every such curve was filed as active; inconclusive means small, poorly fitted or top-dose-only effect, or another doubt; inactive means no such curve, though single readings can be large or run the other way; further: potency means the concentration at half of the fitted maximal effect
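U2OS cells stably expressing ubiquitin(G76V)-GFP, seeded overnight in 0.5% FBS medium, were exposed to compounds (qHTS, 46 uM to 2.9 nM) for 4 hr at 37 °C. GFP-positive cells were counted by laser cytometry (488 ex/515 em), normalized between basal and 10 uM MG-132.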
HADH2 inhib – qHTS Assay for Inhibitors of HADH2 (Hydroxyacyl-Coenzyme A Dehydrogenase, Type II); 3-hydroxyacyl-CoA dehydrogenase type-2 (Homo sapiens), Q99714; recombinant HADH2, NADH fluorescence, beta-hydroxybutyryl-CoA; Potency, µM (titrated, usually from 57.1 µM), for inactives: at the highest dose activity change, negative = inhibition, most hits filed as inhibitors; hit rate 3.4% among 73,000; AID 886, 2007; further: potency means the concentration at half of the fitted maximal effect; on the % scale 0 is the no-effect control and ±100 the full control effect; nearly all actives have a fitted effect of over 60% in size; many of its hits are not listed in these tables
Target sequence (Q99714 whole entry, looked up, one chain of several): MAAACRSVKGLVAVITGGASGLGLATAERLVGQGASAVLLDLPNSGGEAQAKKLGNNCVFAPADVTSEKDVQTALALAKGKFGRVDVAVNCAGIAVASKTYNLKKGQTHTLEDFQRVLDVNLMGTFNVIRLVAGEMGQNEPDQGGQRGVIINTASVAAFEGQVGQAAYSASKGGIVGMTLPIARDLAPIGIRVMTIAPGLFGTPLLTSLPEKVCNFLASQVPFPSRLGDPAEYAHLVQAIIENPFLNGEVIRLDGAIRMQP
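Read-out: 360 nm excitation, 450 nm emission, kinetic over 4 min. Conditions: His-tagged human HADH2 20 nM, pH 9.0 Tris with Tween-20, 1 mM NAD+, 90 uM beta-hydroxybutyryl-CoA.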
FLuc inh – qHTS Assay for Inhibitors of Firefly Luciferase; purified firefly luciferase, luminescence, 8 min; hit rate 2.2% among 72,000; Luciferin 4-monooxygenase (Photinus pyralis), P08659; Potency, µM (titrated, usually from 57.1 µM), inactives show at the highest dose activity change, negative = inhibition, hits mostly inhibitors; further: potency means the concentration at half of the fitted maximal effect; on the % scale 0 is the no-effect control and ±100 the full control effect; nearly all actives have a fitted effect of over 40% in size
Target sequence (P08659 whole entry, looked up): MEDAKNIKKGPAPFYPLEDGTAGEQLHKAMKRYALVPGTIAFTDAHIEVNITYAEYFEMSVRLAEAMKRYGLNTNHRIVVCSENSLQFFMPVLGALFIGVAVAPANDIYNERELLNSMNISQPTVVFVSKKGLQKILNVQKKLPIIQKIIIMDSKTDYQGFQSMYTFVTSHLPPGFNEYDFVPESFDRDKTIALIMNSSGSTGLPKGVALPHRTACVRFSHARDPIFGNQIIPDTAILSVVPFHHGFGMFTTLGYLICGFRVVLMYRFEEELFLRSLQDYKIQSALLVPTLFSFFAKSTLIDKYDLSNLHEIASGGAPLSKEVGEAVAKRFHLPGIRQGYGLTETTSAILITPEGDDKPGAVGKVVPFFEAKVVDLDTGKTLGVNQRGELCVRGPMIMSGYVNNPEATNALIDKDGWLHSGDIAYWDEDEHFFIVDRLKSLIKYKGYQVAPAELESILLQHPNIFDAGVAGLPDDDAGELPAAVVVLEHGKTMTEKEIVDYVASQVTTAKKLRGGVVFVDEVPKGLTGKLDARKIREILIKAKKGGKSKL
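Inhibition of light generation by firefly luciferase from ATP and luciferin was profiled with concentration-response curves per sample, ATP held at 10 uM within the enzyme's linear range. Plates were read by luminescence after an 8-minute ambient incubation.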
ERK AVP block – qHTS Assay for Inhibitors of the ERK Signaling Pathway using a Homogeneous Screening Assay; HEK293-V1b, vasopressin-stimulated pERK AlphaScreen; hit rate 0.99% among 72,000; Potency, µM (top dose mostly 57.5 µM), without a hit: at the highest dose activity, negative = inhibition, most hits filed as inhibitors; further: potency means the concentration at half of the fitted maximal effect; on the % scale 0 is the no-effect control and ±100 the full control effect; nearly all actives have a fitted effect of over 55% in size
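V1b-HEK293 cells; cpd 30 min 37C; 25 nM vasopressin 5 min; lyse 10 min; AlphaScreen beads 5 hr RT. Normalized to DMSO basal and 25 nM vasopressin; AC50 by Hill fit.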
ALOX15 inhib – qHTS Assay for Inhibitors of 15-hLO (15-human lipoxygenase); Polyunsaturated fatty acid lipoxygenase ALOX15 (Homo sapiens), P16050; purified 15hLO-1, xylenol orange hydroperoxide absorbance; Potency, µM (top dose mostly 57.1 µM), for inactives: at the highest dose activity change, negative = inhibition, usual class: inhibitors; hit rate 1.4% among 74,000; further: potency means the concentration at half of the fitted maximal effect; on the % scale 0 is the no-effect control and ±100 the full control effect; nearly all actives have a fitted effect of over 55% in size
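Purified human 15hLO-1 (40 nM final) in 25 mM Hepes pH 7.5, 0.01% Triton X-100 was preincubated with compound 15 min at room temperature, then reacted 6 min with 50 uM arachidonic acid; hydroperoxide detected by Fe-XO, 573/405 nm absorbance ratio.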
HBB splice mod – qHTS Assay for Modulators of Hemoglobin Beta Chain Splicing | HBB splicing reporter cell assay, activation; EGFP reporter with mutant IVS2-654 intron; response scale: normalised to 500 nM splice-correcting PNA | Potency, µM (doses to about 46.1 µM), inactives show at the top dose activation, hits mostly activators | hit rate 0.06% among 65,000; further: potency means the concentration at half of the fitted maximal effect; 0% is about no effect
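Compounds were applied for 2 days to HeLa EGFP-654 cells, 500/well in Optimem with 2% FCS. The reporter's EGFP is disrupted by mis-splicing of beta-globin intron IVS2-654. Readout: summed well GFP fluorescence from 488 nm laser scanning; reference was 500 nM antisense […] 654 PNA.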
DNA Pol III inh – qHTS Assay for Inhibitors of DNA Polymerase III Holoenzyme System; hit rate 0.25% among 71,000; Potency, µM (titrated, usually from 57.1 µM), for inactives: at the top dose activity change, negative = inhibition; AID 603, 2007; reconstituted DNA polymerase III holoenzyme replication, biochemical; further: potency means the concentration at half of the fitted maximal effect; on the % scale 0 is the no-effect control and ±100 the full control effect
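Reconstituted *E. coli* holoenzyme (0.35 nM Pol III, 1 nM beta, 154 nM SSB, 2 nM primase) was preincubated with compound for 15 min at RT. Synthesis on 1.4 nM ssM13Gori ran 35 min, then was stopped with PicoGreen/EDTA and read as dsDNA fluorescence.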
Hsp90 Hop PPI – qHTS Assay for Disrupters of an Hsp90 Co-Chaperone Interaction | AID 595, 2007 | hit rate 0.44% among 71,000 | Hsp90 C-terminal peptide / TPR2A (Hop) interaction, human | Potency, µM (highest dose often 57 µM), for the others: at the top dose activity change, negative = inhibition | AlphaScreen TPR2A-His6 binding biotin-Hsp90 C-terminal peptide; active means well fitted curve in either direction with a large enough effect; inconclusive means small, poorly fitted or top-dose-only effect, or another doubt; further: potency means the concentration at half of the fitted maximal effect; on the % scale 0 is the no-effect control and ±100 the full control effect; many of its hits are not listed in these tables
CRE-bla Fsk – Cell signaling CRE-BLA (Fsk stim); AID 662, 2007; CHO CRE-bla reporter (cAMP response element driving beta-lactamase), forskolin EC10, beta-lactamase ratio; Potency, µM (titrated, usually from 38.2 µM), for inactives: top-dose activity change, negative = inhibition, hits mostly activators; hit rate 2.5% among 71,000; active means well fitted activation curve with a large enough effect in the signal ratio, with a control signal flat, not every such curve was filed as active; inconclusive means small, poorly fitted or top-dose-only effect, or effect the other way, or a change in a side signal; the % refers to the signal ratio; further: potency means the concentration at half of the fitted maximal effect; % of control where 0% means no effect
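Modulation of forskolin-driven signalling is measured in CHO cells carrying a CRE-controlled beta-lactamase reporter. Cells are stimulated with EC10 NKH 477 in the presence of titrated compound for 3 h at 37 °C, then loaded with CCF4 for 2 h at room temperature.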
* = called active by the depositor; ? = inconclusive; nt = not tested or not shown; [ ] = another dose, or the depositor's remark. Unless noted, the call rests on the fitted dose curve; in most records, active means well fitted curve in the direction sought with a large enough effect; inconclusive means small, poorly fitted or top-dose-only effect, or another doubt; inactive means no such curve, though single readings can be large; an effect the other way counts as inactive or inconclusive. Not all compounds are listed; rates above refer to the full screens.

SMILES	Tau fil binding	Epigenetic mod	UbGFP stabilizer	HADH2 inhib	FLuc inh	ERK AVP block	ALOX15 inhib	HBB splice mod	DNA Pol III inh	Hsp90 Hop PPI	CRE-bla Fsk
C=CCn1c(N)c(C(=O)N2CCOCC2)sc1=S	15%	0%	14%	?	-2%	-17%	-5%	1.2%	-7%	-1%	-5%
Cc1ccc(NC(=O)CS(=O)CC(=O)Nc2ccc(N3CCOCC3)cc2)cc1Cl (centres undefined)	-20%	-4%	-2%	1%	1%	-17%	-10%	nt	-9%	-11%	-8%
COc1ccc(C(=O)n2nc(-c3ccco3)nc2SC)cc1OC	3%	3%	1%	-22%	3%	-24%	-25%	0.5%	-9%	3%	?
c1ccc(COCc2ccccc2)cc1	6%	nt	nt	4%	nt	11%	-7%	0.5%	-3%	1%	-4%
CCCCCCOC(=O)C(C#N)c1nc2ccccc2nc1N1CCOCC1 (centres undefined)	2.5µM*	-2%	nt	8%	1%	-8%	-15%	0.7%[0.369 µM]	20%	-6%	1%
C[C@@H]1Cc2ccccc2N1NC(=O)c1ccc(Cl)c(S(N)=O)c1 (some centres undefined)	17%[25.6 µM]	0%[20.6 µM]	12%[20.5 µM]	4%[25.6 µM]	4%[25.5 µM]	-8%[25.7 µM]	-3%[25.6 µM]	1.5%[20.6 µM]	-7%[25.6 µM]	-5%[26 µM]	-7%[17.1 µM]
COc1ccc(O)c(C(=O)c2cnc3onc(C(C)C)c3c2)c1	-27%	2%	-6%	-18%	6%	-9%	-19%	-0.4%	-2%	-10%	13%
COc1ccc(C2(CNC(C)=O)CCOCC2)cc1OC	-5%	-2%	-13%	10%	4%	-1%	4%	1.5%	-4%	-2%	6%
CC(C)Sc1nc(O)c(Cc2ccccc2)c(=O)[nH]1	-2%[11.4 µM]	4%	7%[9.17 µM]	-6%[11.4 µM]	3%	1%	-3%[11.4 µM]	-0.4%[0.0738 µM]	-7%[11.4 µM]	-5%[11 µM]	?
Cc1cc(NC(=O)c2cccc(C(=O)Nc3cc(C)on3)n2)no1	62%	0%	5%	6%	0%	-3%	4%	1.3%	-17%	0%	?
Cc1ccc(NC(C(N)=O)c2c(C)[nH]c(=O)[nH]c2=O)cc1 (centres undefined)	4%	0%	-3%	2%	-1%	-9%	-8%	1.6%	-2%	-6%	3%
O=C(Oc1ccccc1)N1CCC[C@@]2(CCN(c3ccccc3)C2)C1	4%	0%[9.22 µM]	2%	-7%	0%[11.4 µM]	-20%	-26%	1.0%	-7%	-9%	-4%
CCOC(=O)C1CCCN(C(=O)Cc2ccc(OC)c(OC)c2)C1 (centres undefined)	7%	4%	-6%	-10%	0%	-24%	3%	-1.6%	-4%	-5%	9%
CCOC(=O)c1c(NC(=O)c2cccs2)sc2c1CC(C)(C)OC2	94%	0%	4%	?	-3%	2%	-21%	-1.6%	-5%	?	21%
O=C(OCn1nnc2ccccc2c1=O)c1cn(-c2ccccc2)nc1-c1cccnc1	15%	5%	3%	4%	0%	-19%	-6%	-2.1%	-8%	-4%	?

Arranged by formula weight (rising): part of the list above.
SMILES	Tau fil binding	Epigenetic mod	UbGFP stabilizer	HADH2 inhib	FLuc inh	ERK AVP block	ALOX15 inhib	HBB splice mod	DNA Pol III inh	Hsp90 Hop PPI	CRE-bla Fsk
CC(C)Sc1nc(O)c(Cc2ccccc2)c(=O)[nH]1	-2%[11.4 µM]	4%	7%[9.17 µM]	-6%[11.4 µM]	3%	1%	-3%[11.4 µM]	-0.4%[0.0738 µM]	-7%[11.4 µM]	-5%[11 µM]	?
C=CCn1c(N)c(C(=O)N2CCOCC2)sc1=S	15%	0%	14%	?	-2%	-17%	-5%	1.2%	-7%	-1%	-5%
CCCCCCOC(=O)C(C#N)c1nc2ccccc2nc1N1CCOCC1 (centres undefined)	2.5µM*	-2%	nt	8%	1%	-8%	-15%	0.7%[0.369 µM]	20%	-6%	1%

Carrying on:
SMILES	Tau fil binding	Epigenetic mod	UbGFP stabilizer	HADH2 inhib	FLuc inh	ERK AVP block	ALOX15 inhib	HBB splice mod	DNA Pol III inh	Hsp90 Hop PPI	CRE-bla Fsk
Cc1cccc2nc(Cn3c(=O)n(CCCC(=O)NCc4ccco4)c(=O)c4ccccc43)cc(=O)n12	-5%	-1%	12%	-18%	-2%	-28%	-9%	-4.0%	-4%	-3%	?
C=CCNc1nc(NCc2ccco2)nc(OCC)n1	-8%	0%	-1%	16%	2%	25µM*	-10%	nt	-4%	?	?
COc1ccc(N2CCN(Cc3cc(=O)oc4cc5c(cc34)CCCC5)CC2)cc1	-16%	4%	4%	12%	3%	-12%	0%	1.0%[57.5 µM]	-7%	-5%	-10%
Cc1cc(C)c(C#N)c(Nc2ccccc2Cl)n1	38%	0%	6%	-5%	0%	1%	-11%	1.1%	2%	4%	-3%
O=C(O)c1n[nH]c2c1CCCCC2	4%	-2%	3%	4%	0%	-10%	-19%	-2.6%	-4%	-2%	-7%
Nc1nc2n(n1)C(c1cccc(Br)c1)CC(c1ccccc1)N2 (centres undefined)	39%	-9%	-6%	3%	-1%	-15%	19%	0.1%	0%	-1%	9%
CCOC(=O)N1CCC(N2C(=O)c3ccc(C(=O)O)cc3C2=O)CC1	-4%	-4%	-4%	6%	3%	-1%	2%	-1.7%	-2%	1%	?
COc1ccccc1N1CCN(S(=O)(=O)c2c(C)ccc3nsnc23)CC1	?	0%	4%	-7%	1%	?	-9%	0.0%	-6%	-15%	2%
O=C(/C=C\C=C/c1ccc2c(c1)OCO2)N1CCCCC1	4%[25.6 µM]	2%[20.6 µM]	8%[20.5 µM]	?	?	-8%[25.7 µM]	7%[25.6 µM]	2.1%[20.6 µM]	1%[25.6 µM]	-2%[26 µM]	-8%[17.1 µM]
CC1CCN(Cc2c(C#N)c3ccccc3n2C)CC1	-2%	2%	1%	-14%	2%	11%	25µM*	nt	-4%	3%	4%
CC(C)c1cc(C(=O)O)on1	6%	0%	-1%	3%	3%	7%	-4%	-0.9%	-1%	-2%	-1%
CCOc1ccc(NS(=O)(=O)c2ccc3c(c2)oc(=O)n3C)cc1	-15%	0%	1%	2%	-2%	13%	-3%	nt	-2%	-2%	1%
O=C(O)c1ccccc1C(=O)NCC(O)COCC1CC=CCC1 (centres undefined)	0%[11.4 µM]	-3%	-18%[9.17 µM]	2%[11.4 µM]	1%	-7%	12%[11.4 µM]	-1.8%[0.0738 µM]	-1%[11.4 µM]	-4%[11 µM]	?
Cc1cccc(C)c1[N+](=O)[O-]	-9%	nt	nt	2%	nt	-26%	-4%	-0.1%	6%	0%	-10%
O=C1CCCc2nc3nc4ccccc4n3cc21	-2%	2%	-5%	2%	1%	-10%	-2%	-1.5%[57.5 µM]	-4%	-5%	22%
CC(C)CCOC(=O)C1[C@H]2C(=O)N(Cc3cccs3)C[C@]23C=C[C@H]1O3 (some centres undefined)	9%	2%	0%	7%	0%	-1%	-3%	-2.8%[57.5 µM]	-6%	-1%	7%
CC(=O)NC1CC2CCCC(C1)N2S(=O)(=O)c1ccccc1 (centres undefined)	-5%	2%	4%	-7%	-2%	3%	-3%	-0.2%[57.5 µM]	-5%	-1%	5%
